Mito fusion act – inhibitors of mitochondrial division or activators of mitochondrial fusion; S. cerevisiae fusion-defective mutant growth rescue, CellTiterGlo 48 h; Potency, µM (series often up to 46.1 µM), inactives show at the highest dose growth rescue (activation), actives largely listed as activators; 320,000 tested, 0.23% active;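 note: potency is the fitted concentration of half-maximal effect; % of control where 0% means no effect; nearly all actives have a fitted effect of over 45% in size; temperature-sensitive fusion mutants such as fzo1-1 at 37 °C on non-fermentable ethanol glycerol medium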
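Compounds are tested for their ability to restore growth of mitochondrial fusion-defective yeast strains at non-permissive 37C in YPEG medium over 48 hours. Viability is quantified by luciferase luminescence.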
Eya2 inh – inhibitors of human Eya2 phosphatase activity; O00167; recombinant Eya2, OMFP fluorescence dephosphorylation (OMFP is methylfluorescein phosphate); Potency, µM (series often up to 76.9 µM), inactives show at the highest dose activity, negative = inhibition, most hits filed as inhibitors; 330,000 tested, 0.006% active; note: potency is the fitted concentration of half-maximal effect; % is set by controls: 0 for no effect and ±100 for the full control effect
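Eya2 (0.2 uM) preincubated 10 min at ambient with compound, then OMFP substrate added at 50 uM; 10 min reaction in 50 mM HEPES pH 7.5, 50 mM NaCl, 5 uM MgCl2, 0.05% BSA, 1 mM DTT. Fluorescence read at Ex 485/Em 525 nm.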
Tb PFK inh – inhibitors of T. brucei phosphofructokinase. O15648. T. brucei PFK, ADP-Glo luminescence. Potency, µM (top dose mostly 57.5 µM), for inactives: at the highest dose activity, negative = inhibition, hits mostly inhibitors. 330,000 tested, 0.17% active. AID 485367;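 note: potency is the fitted concentration of half-maximal effect; 0% = uninhibited 1x PFK enzyme wells and -100% = no-enzyme wells; nearly all actives have a fitted effect of over 60% in size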
Target sequence (O15648 whole entry, looked up): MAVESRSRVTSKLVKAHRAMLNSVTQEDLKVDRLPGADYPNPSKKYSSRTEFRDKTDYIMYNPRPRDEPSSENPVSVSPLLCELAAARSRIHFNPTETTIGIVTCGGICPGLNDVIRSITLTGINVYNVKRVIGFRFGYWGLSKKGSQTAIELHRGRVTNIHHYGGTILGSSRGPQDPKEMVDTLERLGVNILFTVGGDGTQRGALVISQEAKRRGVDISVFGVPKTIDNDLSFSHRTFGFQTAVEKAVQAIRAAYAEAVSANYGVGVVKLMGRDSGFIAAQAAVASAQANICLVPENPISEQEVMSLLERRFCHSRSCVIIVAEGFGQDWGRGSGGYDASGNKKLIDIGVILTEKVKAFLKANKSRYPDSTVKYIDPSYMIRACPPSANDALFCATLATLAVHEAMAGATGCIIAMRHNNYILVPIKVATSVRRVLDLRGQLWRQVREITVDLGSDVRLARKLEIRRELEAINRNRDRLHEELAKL
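ADP-Glo luminescence quantified ADP after 45 min at room temperature, with 1.25 nM T. brucei PFK, 0.1 mM ATP and 0.5 mM fructose-6-phosphate in pH 8.0 TEA buffer. qHTS titrations up to 57 µM; curves classified by quality.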
BCR signal inh – chronic active BCR signaling inhibition; 340,000 tested, 0.05% active; Potency, µM (series often up to 46.1 µM), without a hit: at the top dose ratio change, negative = lower green/red ratio, most hits filed as inhibitors; ABC-DLBCL IkBa-CBG/CBR reporter, luminescence ratio, 4 h; active = well fitted inhibition curve with a large enough effect in the signal ratio, with a control signal flat, not every such curve was filed as active; inconclusive = small, poorly fitted or top-dose-only effect, or effect the other way, or a change in a side signal; the % refers to the signal ratio;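 note: potency is the fitted concentration of half-maximal effect; plate controls were basal doxycycline-induced cells for no effect and cells given 10 µM MG132 for full effect; MG132 reads +100%, hits lower the ratio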
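Concentration-response series (up to 46 uM) were applied to TMD8 dual-reporter cells for 4 h at 37C with doxycycline. Green/red ratio, after filter-overlap correction, defined %Activity; red signal alone was normalised to basal cells and zero luminescence.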
TSG101-PTAP inh – blocks PTAP/TSG101 interaction to inhibit HIV-1 budding; Q99816; Fluorescence polarization, FITC-PTAP peptide / Tsg101 binding; Potency, µM (doses to about 115 µM), without a hit: at the highest dose activity change, negative = inhibition, actives largely listed as inhibitors; 340,000 tested, under 10 active; AID 493005; active = well fitted inhibition curve with a large enough effect in the main read-out, with a control signal flat, not every such curve was filed as active; inconclusive = small, poorly fitted or top-dose-only effect, or effect the other way, or a change in a side signal; inactive = no such curve, though single readings can be large or run the other way; note: potency is the fitted concentration of half-maximal effect; % of control where 0% means no effect
Target sequence (Q99816 whole entry, looked up): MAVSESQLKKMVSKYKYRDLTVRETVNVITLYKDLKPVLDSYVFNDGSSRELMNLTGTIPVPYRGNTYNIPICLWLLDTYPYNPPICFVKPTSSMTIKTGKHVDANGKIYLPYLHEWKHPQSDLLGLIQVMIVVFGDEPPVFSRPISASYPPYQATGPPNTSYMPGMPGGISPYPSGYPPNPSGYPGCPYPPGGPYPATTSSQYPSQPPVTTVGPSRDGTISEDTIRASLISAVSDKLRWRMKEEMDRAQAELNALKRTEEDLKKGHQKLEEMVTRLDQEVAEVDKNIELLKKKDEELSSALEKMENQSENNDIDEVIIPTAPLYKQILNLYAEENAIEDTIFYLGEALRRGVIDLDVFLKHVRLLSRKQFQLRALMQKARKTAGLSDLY
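FP read-out: FITC-PTAP peptide, 50 nM final, binding Tsg101 binding domain, 10 uM final; 20 min, r.t.; 10 mM HEPES pH 7.5, 0.15 M NaCl, 0.01% Tween 20, 3 mM EDTA, 0.1 mM TCEP.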
USP2a inh – blocks human ubiquitin-specific protease USP2a. O75604. USP2 core, Ub-CHOP2 coupled fluorogenic reporter, 485/531. Potency, µM (highest dose often 38.3 µM), for the others: at the highest dose activity change, negative = inhibition, most hits filed as inhibitors. 330,000 tested, 0.01% active;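 note: potency is the fitted concentration of half-maximal effect; plate controls were DMSO wells for no effect and full inhibition by NEM control for full effect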
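USP2 core (10nM final) preincubated 30min RT with compound in 20mM Tris-HCl pH 8.0, 2mM CaCl2, 2mM beta-mercaptoethanol, 0.05% CHAPS; 25nM Ub-CHOP2 plus 25nM reporter substrate added, fluorescence (Ex485/Em531) read after 60min.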
TCR act – activators of T cell receptors. AID 504894. Potency, µM (series often up to 9.22 µM), inactives show at the top dose activation of IL-2 secretion, most hits filed as activators. 330,000 tested, under 10 active. primary human leukocytes, anti-CD3, IL-2 HTRF, 48 h; note: % of control where 0% means no effect
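Primary human leukocytes were stimulated with a-CD3 beads plus compounds for 48 hr without co-stimulation; secreted IL-2 was quantified by HTRF using a-IL-2-K (europium cryptate) and a-IL-2-d2, excited at 320nm with acceptor emission read at 665nm.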
TSHR antagonist – human thyrotropin receptor antagonism | TSHR-expressing cells, TSH-stimulated cAMP HTRF, 2 h; hits give low values | activity change, negative = inhibition, % at 11.5 µM | P16473 | 330,000 tested, 0.2% active;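 active = activity change below a set negative limit, meaning inhibition stronger than a set level, cut at about -70% in these data; inconclusive = activity change between two set negative limits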; note: % is set by controls: 0 for no effect and ±100 for the full control effect
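Cell-based HTRF cAMP assay; TSHR cells + compound, TSH EC80 (4nM final), 2 h, 37 deg C. Lysis with anti-cAMP cryptate and cAMP-d2, 30 min RT, read 665/620 nm.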
uPA surface inh – inhibitors of cell surface uPA generation | cell surface uPA generation assay, qHTS | Potency, µM (series often up to 38.3 µM), for the others: top-dose activity change, negative = inhibition, most hits filed as inhibitors | 330,000 tested, 0.31% active | AID 540303; active = well fitted inhibition curve with a large enough effect; inconclusive = small, poorly fitted or top-dose-only effect; inactive = no such curve, though single readings can be large or run the other way; tested in mouse RAW 264.7 cells; note: potency is the fitted concentration of half-maximal effect; % is set by controls: 0 for no effect and ±100 for the full control effect; nearly all actives have a fitted effect of over 55% in size
B2AR arrestin – beta2AR (human) beta-arrestin recruitment activity; 330,000 tested, 0.02% active; Potency, µM (highest dose often 46.1 µM), inactives show top-dose activation, hits mostly activators; beta-arrestin recruitment to beta2AR, cell-based reporter; P07550;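 note: potency is the fitted concentration of half-maximal effect; 0% = DMSO controls and full agonism = EC100 isoproterenol or metaproterenol; nearly all actives have a fitted effect of over 65% in size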
ELG1 DNA repair – ELG1-dependent DNA repair inhibition; HEK293T ELG1-luciferase reporter, luminescence, 16 h; DNA damage induced by 5-fluorouridine; Potency, µM (series often up to 46.1 µM), for inactives: at the highest dose activity change, negative = inhibition, usual class: inhibitors; 330,000 tested, 2.3% active; AID 504467; note: potency is the fitted concentration of half-maximal effect; % is set by controls: 0 for no effect and ±100 for the full control effect; nearly all actives have a fitted effect of over 55% in size
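DMSO vehicle served as the neutral condition. Each well held 2,000 cells given 5-fluorouridine plus compound; after 16 hr at 37 °C/5% CO2, ONE-Glo was added and luciferase measured 30 min later.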
* = called active by the depositor; ? = inconclusive; · = not tested or not shown; [ ] = dose if it differs, or a comment. Unless noted, calls come from the whole dose curve; as a rule, active = well fitted curve in the direction sought with a large enough effect; inconclusive = small, poorly fitted or top-dose-only effect, or another doubt; inactive = no such curve, though single readings can be large; an effect the other way counts as inactive or inconclusive.

no.	Compound	Eya2 inh	Mito fusion act	TCR act	TSG101-PTAP inh	ELG1 DNA repair	B2AR arrestin	TSHR antagonist	uPA surface inh	USP2a inh	BCR signal inh	Tb PFK inh
1	COc1ccc(N=C2CC(C)(C)CC(=O)/C2=C(/O)c2ccccc2)cc1	-10%	11%	-3%	-6%	-11%	0.1%	-11	-7%	1%	-3%	-2%
2	Cc1sc2nc(C)n(/N=C/c3ccc(O)cc3)c(=O)c2c1C	-10%	1%	-1%	-6%	2%	-0.2%	3	1%	6%	12%	1%
3	CCN1CCN(C(C)C(=O)NC2CCCCC2)CC1 (configuration not stated)	-13%	4%	1%	0%	9%	-0.8%	0	2%	-5%	-1%	0%
4	NS(=O)(=O)c1ccc(CCNC(=O)C2CCCCC2)cc1	17%	1%	-3%	-4%	12%	-0.2%	4	-2%	-2%	-6%	-5%
5	CCC(CO)N=C1CC(C)(C)CC(=O)/C1=C(/O)CCCN1C(=O)c2ccccc2C1=O (configuration not stated)	-1%	-9%	-4%	-3%	22%	-0.1%	5	1%	3%	-1%	-2%
6	C/C(=N/NC(=O)c1sc(NS(=O)(=O)c2ccccc2)nc1C)c1sc(N)nc1C	3%	7%	6%	-3%	2%	-0.5%	-3	-11%	-1%	?	2%
7	CN1CCN(Cc2c(O)c(Cl)cc3c(-c4ccccc4)cc(=O)oc23)CC1	-3%	4%	-12%	-9%	0%	-0.9%	2	-4%	5%	-1%	-2%
8	Cc1ccc(NC(=O)c2c(C)nc3sc(C(=O)NC4CCCC4)c(N)c3c2-c2ccco2)c(C)c1	-2%	-5%	2%[46.1 µM]	3%	20%	0.1%	-8	6%	1%	-3%	-2%
9	CCCCN=CC1=C(O)CC(c2ccccc2)CC1=O (configuration not stated)	3%	2%	1%	-1%	-24%	0.1%	-8	-6%	3%	-3%	2%
10	COc1ccc(N2CCN(C(=O)c3cc4c(s3)-c3ccccc3S(=O)(=O)C4)CC2)cc1	9%	-2%	7%	0%	?	-1.0%	-6	3%	-1%	-3%	0%
11	CC(=O)NCCNC(=O)c1ccc(NC2=NC3CS(=O)(=O)CC3S2)cc1 (configuration not stated)	3%	-2%	1%	1%	18%	-0.9%	1	2%	1%	-1%	0%
12	COC(=O)c1ccccc1NC(=O)c1sc(Cl)nc1C	-6%	0%	-2%	1%	24%	-0.6%	11	-6%	2%	?	2%
13	Cc1ccc(SCc2ccc(C(=O)NCc3ccncc3)cc2)cc1	-8%	1%	4%	-3%	-13%	-0.1%	-22	-9%	-1%	13%	4%
14	O=C(NCCN1CCOCC1)/C(=C\c1ccccc1Cl)NC(=O)c1ccccc1	-5%	-1%	-1%	-7%	14%	-0.5%	9	0%	1%	1%	0%
15	CC(=O)NCC(=O)N1CCCC(C(=O)c2ccc(-c3ccccc3)c(F)c2)C1 (configuration not stated)	-1%	?	-9%	2%	-6%	0.6%	0	1%	0%	-2%	1%
16	CC(=O)Nc1ccc2c(c1)C(=O)N(c1ccc(C)cc1)C2=O	11%	13%	-3%	0%	0%	-0.4%	6	-2%	2%	-18%	3%
17	CC/C(=N\Nc1nncc2ccccc12)c1ccc(F)cc1	-1%	-6%	-3%	0%	?	-0.4%	26	-10%	0%	?	4%
18	CCCOc1ccc(C(=O)NCCC(=O)NCCCC(=O)OCC)cc1	-17%	-3%	-1%	-1%	4%	-0.1%	7	7%	0%	-15%	-3%
19	CCCCN1C(=S)NC[C@@H]1c1ccccc1	-5%	-3%	7%	0%	0%	5.6%	5	-2%	4%	-2%	-2%
20	Cc1cc(C)c2nc(N3CCC(C(=O)N4CCCC4)CC3)sc2c1	-1%	0%	1%	-10%	-9%	0.3%	-5	-19%	2%	-4%	3%
21	c1ccc(-c2nnsc2-c2ncc[nH]2)cc1	1%	-3%	3%	-2%	2%	-0.1%	4	3%	2%	-1%	3%
22	Cc1ccc(OCC(=O)Nc2ccc(CN3CCOCC3)cc2)cc1	9%	-2%	-19%	-1%	1%	-0.1%	-8	1%	4%	0%	2%
23	Cn1nnnc1SCC(=O)Nc1cc(C(F)(F)F)ccc1N1CCOCC1	3%	-1%	1%	-5%	14%	-0.2%	12	-3%	-1%	-2%	1%
24	COC(=O)CSc1nnc(-c2cccnc2)n1-c1cc(OC)cc(OC)c1	-6%	0%	2%	-3%	6%	-1.1%	6	7%	1%	-1%	1%
25	Fc1ccc(/C=N/Nc2nn[nH]n2)cc1	-21%	-15%	6%	-3%	10%	-0.4%	6	-5%	-12%	-2%	5%
26	O=C(CCS(=O)(=O)c1ccc(Br)cc1)NCCC1=CCCCC1	-13%	-2%	5%	-7%	?	-0.2%	-2	-5%	5%	1%	-26%
27	Nc1ccc(C(=O)Nc2ccc(OC(F)(F)C(F)F)c(NC(=O)c3ccc(N)cc3)c2)cc1	-2%	-4%	7%[46.1 µM]	-3%	?	-0.6%	-2	6%	-2%	-16%	-2%
28	O=C(O)C1Nc2ccc(Br)cc2C2C=CCC12 (configuration not stated)	5%	0%	1%	-15%	-1%	0.0%	-8	-5%	-1%	2%	?
29	Cc1ccn(CCC(=O)N2CCCC(CCC(=O)N3CCN(c4ccccn4)CC3)C2)n1 (configuration not stated)	13%	0%	3%	-1%	-14%	0.0%	-3	-2%	-1%	-7%	0%
30	O=C(N/N=C/c1ccc(OC(=O)c2cccs2)cc1)c1ccc(F)cc1	-10%	1%	1%	-5%	?	0.0%	13	-8%	3%	?	-6%
31	Cn1c(=O)c2c(nc(CN3CCN(c4ccccc4)CC3)n2Cc2ccccc2Cl)n(C)c1=O	-20%	4%	1%	-3%	?	-0.1%	8	·	-1%	10%	-2%
32	c1ccc(-n2nnc3c(N4CCOCC4)ncnc32)cc1	6%	1%	5%	-8%	?	0.0%	6	·	2%	?	-11%
33	O=C(O)c1ccc(NCc2nc3ccccc3n2Cc2ccccc2F)cc1	-10%	-1%	-4%	5%	0%	-0.4%	3	2%	3%	?	4%
34	COc1ccc2[nH]c3c(=O)n(CCN4CCOCC4)cnc3c2c1	-1%	1%	3%	-6%	?	-0.2%	0	3%	4%	?	0%
35	CCN1CCN(C(=O)/C=C/c2ccc([N+](=O)[O-])cc2)CC1	8%	-10%	3%[46.1 µM]	-10%	11%	-0.3%	-10	0%	1%	1%	-1%
36	c1cncc(-c2nn3c(Cn4nnc5ccccc54)nnc3s2)c1	-10%	3%	2%	-4%	4%	0.1%	40	·	-3%	-3%	-8%
37	COc1ccc2nc(NC(=O)c3ccc(NS(=O)(=O)c4cccs4)cc3)sc2c1	8%	14%	-3%[46.1 µM]	-5%	?	-1.7%	-22	8%	0%	?	-3%
38	CCn1c(O)c(N=NC(=O)CNC(=O)Cc2ccccc2)c2ccccc21	9%	-1%	-5%	-4%	29%	0.2%	6	2%	1%	-2%	-8%
39	COc1ccc(C2c3c(-c4ccccc4O)n[nH]c3C(=O)N2Cc2ccco2)cc1OC (configuration not stated)	-2%	3%	3%	-2%	0%	0.5%	5	-2%	-6%	-4%	0%
40	CCNc1nc(NC(C)(C)C)nc(N2CCCCC2)n1	3%	-16%	·	-3%	-19%	-0.1%	-7	1%	0%	4%	3%
41	CCCOc1ccc(C(=O)CCC(=O)Nc2ccc(N3CCN(C)CC3)cc2)cc1	-7%	-2%	2%	0%	4%	0.1%	5	-21%	0%	?	2%
42	O=C1C2C3C=CC(C4CC34)C2C(=O)N1Cc1ccco1 (configuration not stated)	-2%	0%	-4%[46.1 µM]	1%	9%	-0.2%	29	-8%	3%	1%	-10%
43	CN1C[C@@H]2C(c3ccc(C(F)(F)F)cc3)C3(c4cccnc4)CC2(C3)[C@H]1c1ccccc1 (some centres not stated)	0%	-33%[inhibitor]	1%	-1%	5%	0.1%	29	3%	-5%	4%	-1%
44	O=C(c1ccco1)N(Cc1cccc(Cl)c1)C1CCS(=O)(=O)C1 (configuration not stated)	4%	7%	0%	5%	-4%	-0.8%	-3	4%	6%	2%	0%
45	Cc1ccc2c(c1)N(CCC(=O)NCC1COc3ccccc3O1)C(=O)CO2 (configuration not stated)	6%	0%	17%	-2%	-11%	-0.2%	7	1%	0%	-11%	1%
46	Cc1ccc(C(=O)O/N=C(\N)c2nonc2N)cc1	-2%	-3%	-2%[46.1 µM]	0%	?	0.2%	-6	-1%	1%	-6%	-21%
